Screens deposited in PubChem by several laboratories.
PMI inhibition: human PMI inhibitors, high substrate, primary screen, biochemical, fluorescence intensity, high mannose 6-phosphate (AID 1220) | recombinant PMI enzyme, coupled fluorescence intensity; higher % means a stronger effect | one-dose inhibition, % at 20 µM; IC50 in µM for titrated hits | 190,000 compounds, 0.66% hits
ER stress rescue: rescue of cells from ER stress-induced death, primary screen, 384-well, CSM14.1, thapsigargin, ATP luminescence (AID 1222); cellular ATP content (survival), % at 20 µM; hits with a dose series show EC50 in µM; CSM14.1 thapsigargin-induced death rescue, ATP luminescence; higher % means a stronger effect; 190,000 tested, under 10 active;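 active means EC50 below 50 µM in the dose-response confirmation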;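 further: death triggered by thapsigargin at about 15 µM added after 2 h compound pretreatment; cell ATP read after overnight thapsigargin exposure of roughly 18 to 22 hours; normalized against plate controls of thapsigargin alone and 5% DMSO vehicle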
Lipid droplet: modulators of hepatic lipid droplet formation. 240,000 compounds, 0.4% hits. AML12 mouse hepatocytes, oleate lipid droplets, BODIPY imaging. AID 1656. inhibition, % at 6.5 µM;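 active means lipid droplet intensity inhibited by at least 50%, with more than 500 cells counted; inconclusive means wells with under 300 cells, treated as cytotoxic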
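Assay system: AML12 mouse liver cells | Compound: 6.5 µM single-point dosing | Schedule: Overnight exposure | Technique: Fluorescence imaging, 20x objective, two fields per well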
M1AAP inhibition: malaria alanyl aminopeptidase activity blockers – biochemical, fluorogenic H-Leu-NHMec substrate, 1536-well (AID 1445). 220,000 compounds, 0.42% hits. recombinant M1AAP, H-Leu-NHMec fluorogenic kinetic assay; higher % means a stronger effect. one-dose inhibition, % at 30 µM; IC50 in µM for titrated hits;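 active means primary inhibition above the hit cutoff, then over 50% inhibition at one or more dose response concentrations, cut at about 23% in these data, passing the limit was not always enough; inconclusive means conflicting primary data, or primary hits not chosen for dose response; inactive means low primary inhibition, or under 50% at every dose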;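 further: plate controls were DMSO full reaction for no effect and no enzyme background for full effect; strong numbers were not always called active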
WT yeast gro inh: growth inhibition of WT yeast, mitochondrial fusion screen; mitochondrial fusion phenotypic screen, WT strain; inhibition, % at 10 µM; 190,000 compounds, 2.1% hits; in the data active means inhibition above about 58%; tested in S. cerevisiae
human PMI inhibition: inhibitors of human PMI, primary screen, biochemical, fluorescence intensity, coupled assay (AID 1209) | 190,000 compounds, 0.42% hits | inhibition, % at 20 µM, or IC50 in µM where a hit was titrated | purified PMI enzyme, coupled fluorescence intensity; higher % means a stronger effect;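 further: plate controls were DMSO vehicle for no effect and wells lacking substrate for full effect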
UTI89 phage lysis: protection from phage-mediated lysis, alamar blue read-out – E. coli UTI89, K1F phage, bacterial capsule biogenesis inhibitors (AID 488966); E. coli UTI89 K1F phage lysis, alamar blue, 2 h; higher % means a stronger effect; one-dose inhibition, % at 100 µM; IC50 in µM for titrated hits; 340,000 compounds, 0.02% hits;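 active means phage lysis inhibition, versus mean bacterial control, above a set limit; inconclusive means no clear call, values can overlap the other calls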;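 further: capsule biogenesis inhibitors block K1F phage lysis so surviving cells raise fluorescence; higher fluorescence means more inhibition of phage lysis; actives were called in the ten point dose series up to 300 µM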
Myeloid diff MLP: myeloid differentiation induction; ER-HoxA9 myeloid progenitors, lysozyme-GFP differentiation, flow cytometry; AID 624256; 360,000 compounds, 1% hits; calls only at 10 µM;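 active means normalized GFP-positive differentiation at or above the plate's own cutoff, the solvent-only control mean plus 3 SD; inconclusive means no clear call, values can overlap the other calls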;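 further: cells exposed to compound for four days before flow analysis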
TNAP activation fold: stimulation of alkaline phosphatase TNAP activity – biochemical, luminescent, no phosphate acceptor, uHTS, primary screen (AID 1001) | purified TNAP, luminescent activation assay, no phosphate acceptor; higher activation fold means a stronger effect | activation fold at 20 µM, or EC50 in µM where a hit was titrated | 200,000 compounds, 0.03% hits; in the data active means activation fold from about 3, or a potency from the dose series; inactive means the rest, 99 in 100 with activation fold below about 1.6; further: many of its hits are not listed in these tables
WT yeast gro inh mutant strain: second read-out of WT yeast gro inh, no call of its own (marks repeat the call); inhibition, %; mitochondrial fusion phenotypic screen, mutant strain inhibition
Lipid droplet cells 6.5 µM: also measured in Lipid droplet; calls as there; cell count; measured here: cell count, cytotoxicity flag;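 cells counted across two imaged fields per well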
Myeloid diff MLP GFP+ MAC1+ %: recorded beside Myeloid diff MLP, whose call it bears; GFP+ MAC1+ double positive, %; measured here: differentiation confirmed by MAC1 staining
Numbers without * were called inactive; i = inactive; u = inconclusive; x = not tested or not shown; + = active, no number; [ ] = remark or other dose. Unless noted, no stated cut-off is given here; in the data, active means inhibition above about 50%; inactive means the rest. This is a random part of the collection; 4.6% or so of the library scored in one or more.

Each structure is followed by: human PMI inhibition, Lipid droplet cells 6.5 µM, TNAP activation fold, M1AAP inhibition, WT yeast gro inh mutant strain, WT yeast gro inh, Myeloid diff MLP, Myeloid diff MLP GFP+ MAC1+ %, UTI89 phage lysis, PMI inhibition, ER stress rescue, Lipid droplet
Cc1nc2sc(C(c3cccc(F)c3)N3CCN(C(=O)c4ccco4)CC3)c(O)n2n1 (stereo unspecified)
    -2%, 654, 1, -1%, 15, 10, i, 1.1, 1.9%, -4%, -1.5%, -1
COc1ccc(C2=NOC(Cn3c(Cc4ccc(Cl)cc4)nc4c3c(=O)n(C)c(=O)n4C)C2)cc1 (stereo unspecified)
    8%, x, 0.9, 6%, 25, 37, i, 1.0, 0.3%, 15%, 0.2%, x
CCN(CC)S(=O)(=O)c1ccc(NC(=O)C2c3ccccc3Oc3ccccc32)cc1
    18%, 530, 1.7, 6%, -18, 2, i, 0.8, 1.4%[50 µM], 5%, -1.0%, -24
Cc1cccc(-n2c(SCC(=O)O)nc3sc4c(c3c2=O)CCC4)c1
    x, 689, x, 5%, x, x, i, 0.2, 1.3%, x, x, -9
CN(C)c1ccc(C=NC(CO)C(O)c2ccc([N+](=O)[O-])cc2)cc1 (stereo unspecified)
    x, 782, x, 3%, x, x, i, 0.2, 0.7%, x, x, 30
Cc1c(Br)cc(C(=O)NC2CCCCC2)c(C)c1C
    -2%, x, 1.1, 14%, 3, -3, i, 2.7, 1.6%, -4%, -0.5%, x
CCC(C)n1c(-c2ccco2)nc2nc3ccccc3nc21 (stereo unspecified)
    7%, x, 1.1, 20%, 14, 11, x, x, x, -2%, -0.6%, x
O=C(Nc1nc2ccc([N+](=O)[O-])cc2s1)c1ccco1
    -6%, 705, 0.9, 9%, -35, -10, x, x, x, -3%, -2.0%, -1
COc1cccc(C2CC(c3ccc(Cl)cc3Cl)n3nc(N)nc3N2)c1 (stereo unspecified)
    5%, x, 1, -1%, -6, 19, i, 2.1, 8.7%, 5%, -0.8%, x
CC1(CCc2ccccc2)NC(=S)N(c2ccccc2)N1 (stereo unspecified)
    -54%, 651, 1, 3%, 26, 9, i, 1.0, 2.8%, -178%, -4.1%, 2
Cc1nc(-c2ccccc2O)n(S(=O)(=O)N(C)C)n1
    14%, 650, 1.1, 1%, -8, -34, i, 0.0, 0.1%, 11%, x, -14
CC(=O)c1cccc(NC(=O)CN(Cc2ccccc2)S(C)(=O)=O)c1
    10%, 705, 1.1, 2%, 3, 1, i, 6.1, 0.8%, 6%, -3.5%, -8
COc1ccc(-c2ccc(OC(=O)NC3CCS(=O)(=O)C3)cc2)cc1 (stereo unspecified)
    x, 703, x, -5%, x, x, i, 2.3, -0.1%, x, x, 2
COc1ccc(NC(=O)CSc2nccc(C)n2)cc1
    4%, 673, 1.1, 6%, -5, -1, i, 0.5, 0.8%, 4%, x, -9
O=C(c1cccc(F)c1)N1CCN(S(=O)(=O)Cc2ccccc2)CC1
    x, 787, x, -2%, x, x, i, 0.4, 0.2%, x, x, 1
Cc1ccc(C(=O)NCC(=O)OCC(=O)NCCc2ccccc2)s1
    -9%, 735, 1.1, 1%, 4, 20, x, x, 0.4%, -10%, -1.0%, 2
Cc1ccccc1Oc1nnc(-c2cccs2)c2ccccc12
    7%, 699, 1.1, 14%, 13, 9, i, 0.0, 0.3%, 8%, -1.6%, 10
CSc1ccccc1C(=O)C1CCCN(C(=O)NC(C)C)C1 (stereo unspecified)
    2%, 715, 1, 9%, -1, 8, i, 0.6, -0.1%, -3%, -0.5%, -2
N#CCCCSc1ncccc1-c1nc2ccccc2[nH]1
    x, x, x, 4%, -16, 7, i, 0.8, 4.6%, x, x, x
Cc1ccsc1/C=C1/CN(C)Cc2c1nc1ccccc1c2C(=O)O
    x, 646, x, 8%, x, x, i, 0.5, -0.2%[50 µM], x, x, -3
O=C(NC1CCCC1)C(c1ccncc1)N(Cc1cccs1)C(=O)c1csnn1 (stereo unspecified)
    12%, x, 1, 25%*, 3, -16, i, 1.5, 2.6%, 25%, -0.6%, x
O=C(Nc1cccc(-c2nc3cccnc3s2)c1)c1ccc(Cl)nc1
    x, 660, x, -3%, x, x, i, 0.4, 0.0%, x, x, -1
COc1ccc(OCCCC(=O)NCCc2ccccc2)cc1
    6%, 648, 1.2, -6%, -5, 0, i, 1.1, 0.3%, -4%, -3.3%, 2
Cc1ccc(S(=O)(=O)N2CCN(CC(=O)N/N=C/c3ccc(Br)s3)CC2)cc1
    12%, 617, 1, 4%, -6, -1, i, 0.3, 3.4%, 13%, 1.1%, -3
Cc1ccc(-n2cc(CNCCn3nc(C)cc3C)c(-c3ccc(F)cc3)n2)cc1
    10%, 755, 1, 4%, 78, 74, i, 1.4, 0.6%, 10%, -0.1%, 2
O=C(COc1ccccc1)N1CCN(c2ncnc3c2cnn3-c2ccccc2)CC1
    16%, 712, 1, 0%, -1, 4, i, 0.8, 0.3%, 11%, -3.1%, 7
O=C(OCn1ncc(Cl)c(Cl)c1=O)c1cccc(C(F)(F)F)c1
    0%, x, 1.1, 4%, 0, 5, u, x, -0.7%, 2%, -7.6%, x
OC(CSc1c(Cl)cccc1Cl)CN1CCN(c2ccccc2F)CC1 (stereo unspecified)
    19%, 588, 1.1, 2%, 55*, 66*, i, 0.5, 13%, 21%, -1.6%, -20
COc1cccc(C(C)N(C)Cc2nc(COc3ccccc3)no2)c1 (stereo unspecified)
    x, 689, x, 3%, x, x, i, 0.7, -0.3%[50 µM], x, x, -19
c1ccc2c(Cn3ccnc3)c[nH]c2c1
    7%, 720, 0.9, 2%, 10, 4, i, 0.8, 0.3%, 8%, -1.1%, -1
OCCC1CN(Cc2cccc3nonc23)CCN1C1CCCCC1 (stereo unspecified)
    6%, 706, 1, -1%, 4, 5, i, 0.3, 0.5%, -1%, -0.6%, 10
CC(C)Cc1ccc(S(=O)(=O)N2CCOCC2)cc1
    20%, 722, 1.1, 3%, -19, 0, i, 6.9, 0.0%, 11%, 0.1%, -3
COc1ccc(CN2C(=O)c3cccc4cccc(c34)C2=O)cc1
    x, 738, x, 0%, x, x, i, 0.2, -0.5%[50 µM], x, x, -14
CC(=O)N(C)c1ccc(NC(=O)c2ccccc2C(=O)O)cc1
    -3%, 810, 1, 4%, 5, 1, i, 2.1, 0.3%, -26%, -2.0%, 0
CC1CC(C)CN(c2ncc3c(n2)CC(c2ccc(Cl)cc2)CC3=O)C1 (stereo unspecified)
    0%, x, 1.1, -3%, 13, 28, i, 17, -2.4%, 5%, 0.4%, x
CCN1CCN(CCOc2ccccc2-c2ccccc2)CC1
    10%, 662, 1.1, 1%, 10, 0, i, 0.5, 0.1%, 10%, -0.4%, -2
COC(=O)C1=C(N)Oc2cc(C)[nH]c(=O)c2C1c1ccccc1OC (stereo unspecified)
    x, 704, x, -2%, x, x, i, 0.5, 0.3%[50 µM], x, x, 15
CC(C)CNC(=O)c1ccccc1NC(=O)CCSc1ccccc1
    7%, 694, 1.2, 3%, 8, 12, i, 0.5, 0.0%, 3%, -0.1%, 1
CCn1nc(C)cc1C(=O)n1nc(C)c(Sc2ncccn2)c1C
    x, 723, x, 4%, x, x, i, 0.0, 1.5%, x, x, -8
COc1ccc(-c2nnc(SC(C(=O)c3c[nH]c4ccccc34)c3ccccc3)n2N)cc1OC (stereo unspecified)
    6%, 719, 1.1, -2%, -13, -8, i, 3.1, 0.3%[50 µM], 1%, 0.3%, 9
O=C(N/N=C/c1ccc(F)c(F)c1)c1cc2c(s1)-c1ccccc1CC2
    -4%, 640, 1, 9%, 15, 18, i, 1.0, 0.1%, 0%, -1.5%, -1
O=C(CSc1nnc(COc2ccccc2)n1Cc1ccco1)NCc1ccco1
    -4%, x, 1.1, 3%, 20, 16, i, 14, 0.1%, 2%, -2.4%, x
COc1ccc(/C(N)=N/OC(=O)c2cc(-c3ccccc3)nc3ccccc23)cc1
    19%, x, 1, 2%, -5, 2, i, 0.8, 1.9%, 15%, -0.4%, x
c1cncc(-c2nnc(-c3ccco3)o2)c1
    10%, 721, 1.2, -2%, 23, 5, i, 7.1, 0.2%, 16%, 0.1%, 12
c1ccc(-n2cc(CN3CCC(N4CCOCC4)CC3)c(-c3ccc4c(c3)OCO4)n2)cc1
    10%, 696, 1, -3%, 0, 2, +, 1.1*, -1.3%, 9%, -1.9%, -6
N#CCC(=O)N1CC2(CC(c3cccc(NC(=O)COc4ccc(Cl)cc4)c3)=NO2)C[C@@H]1C(N)=O (stereo partly specified)
    x, 750, x, 2%, x, x, i, 1.7, 0.9%, x, x, -3
Cc1ccc(-c2cc(-c3ccccc3)[nH]c(=S)c2C#N)cc1
    6%, 689, 1.1, 1%, -2, -10, i, 0.8, 0.0%, 8%, -1.4%, -3
O=C(O)c1ccc(N=NN2CCCCC2)cc1
    x, 686, 1, 5%, -3, -12, i, 0.3, x, x, 0.0%, 3
CCOC(=O)CSc1nnc(-c2cccnc2)n1C
    -2%, 753, 1.1, -4%, -5, -3, i, 1.7, 0.1%, -3%, 0.8%, 6
Cc1ccc(/C=N/n2c(COc3ccccc3)n[nH]c2=S)o1
    22%, 636, 0.9, 3%, 19, -11, i, 0.3, 0.3%, 21%, 0.0%, -23
COc1cc(C=O)cc(OC)c1OS(=O)(=O)c1ccc(NC(C)=O)cc1
    11%, x, 1.1, 6%, -19, 7, i, 1.0, -0.2%, 12%, -1.8%, x
Cc1ccc(Nc2nc(CSc3nnc(-c4ccccc4)n3C)cs2)cc1
    10%, 676, 1, 2%, -7, 22, i, 0.3, 4.8%, 9%, -4.4%, 6
CC(O)C(=O)N/N=C/c1cccc2ccccc12 (stereo unspecified)
    -2%, 596, 1, 3%, 11, 14, i, 0.3, 0.1%, -4%, -1.4%, -10
OCC1(Cc2ccccc2C(F)(F)F)CCN(Cc2ccccc2)CC1
    9%, 695, 1, 7%, -1, -7, i, 1.0, 0.6%, -4%, -0.8%, 0
CC(=O)Nc1ccc(S(=O)(=O)NCCNc2ccccc2[N+](=O)[O-])cc1
    -16%, 687, 0.9, 4%, -8, 4, i, 1.0, 0.2%, 1%, -0.7%, -10
O=S(=O)(Nc1ccc(F)cc1)N1CCCCCC1
    6%, 706, 1.1, 0%, -4, 11, i, 0.5, 0.5%, 0%, 1.5%, -7
NS(=O)(=O)c1ccc(N/N=C/c2cn(-c3ccccc3)nc2-c2cccs2)cc1
    14%, 531, 1, 5%, -3, -21, u, x, -2.1%, 6%, -7.0%, -4
